Screening results (PubChem BioAssay)
Platelet DG rel: modulates dense granule release in human platelets; human platelet-rich plasma, SFLLRN dense granule ATP release, luminescence; inhibition, %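 (compounds screened at 7.5 µM in platelet-rich plasma)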; hit rate 0.22% among 300,000; AID 1663;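 active = mean replicate score, as percent of positive control, at or above 50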
HIF activator: HIF pathway transcriptional activation; hit rate 0.32% among 300,000; activation, % at 7.5 µM (by protocol); U2OS HRE-luciferase reporter, luminescence; normalized: DMSO 0%, desferrioxamine 100%;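 active = mean activation of at least 10% of the iron chelator positive control signal, with at least half of replicates also reaching 10%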
KLF5 inhibitor: kruppel-like factor 5 inhibition; DLD-1 KLF5 promoter-luciferase reporter, luminescence; inhibition, % at 5 µM; hit rate 0.23% among 290,000;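 active = inhibition above a per-plate limit of that plate's mean compound inhibition plus 3 SD, cut at about 60% in these data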;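 also: 0% = DMSO wells and 100% = LY294002 at 200 µM; higher means less KLF5 promoter-driven luciferase light; inactives centre near -14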
HSP90 refold inh: blocks HSP90-mediated luciferase refolding in reticulocyte lysate; Rabbit reticulocyte lysate, luciferase refolding luminescence, 3 h; inhibition, % at 5.6 µM; hit rate 0.91% among 290,000; AID 1789;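 active = inhibition above the screen-wide mean plus 3 SD, computed separately per campaign, cut at about 16% in these data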;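 also: 0% = DMSO wells and 100% = 60 µM geldanamycin wells; inhibitors lower the luminescence because luciferase stays unfolded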
HDAC3 inhib: human HDAC3 inhibition; O15379; recombinant HDAC3, fluorogenic peptide/trypsin coupled, fluorescence; inhibition, % at 8.3 µM; hit rate 0.15% among 320,000; in the data active = inhibition above about 26%, passing the limit was not always enough
Target sequence (O15379 whole entry, looked up): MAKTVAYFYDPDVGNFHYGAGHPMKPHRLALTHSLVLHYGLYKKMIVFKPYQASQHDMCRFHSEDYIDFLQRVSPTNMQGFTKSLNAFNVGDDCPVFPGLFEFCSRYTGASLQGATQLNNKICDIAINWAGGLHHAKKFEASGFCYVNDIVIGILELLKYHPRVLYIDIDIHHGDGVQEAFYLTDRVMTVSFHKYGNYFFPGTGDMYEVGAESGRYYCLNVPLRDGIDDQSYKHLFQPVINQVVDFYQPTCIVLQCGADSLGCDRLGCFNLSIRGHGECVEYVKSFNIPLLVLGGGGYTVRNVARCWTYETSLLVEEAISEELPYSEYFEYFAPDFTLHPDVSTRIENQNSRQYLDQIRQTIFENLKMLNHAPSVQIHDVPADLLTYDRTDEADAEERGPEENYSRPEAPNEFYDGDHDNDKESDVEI
HSF1 inh: HSF1 inhibition; hit rate 0.77% among 300,000; activity change, negative = inhibition, % at 7.5 µM (by protocol); NIH3T3-HGL HSE-luciferase, MG132-induced, luminescence 8 h; stronger effect = lower value;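 active = more than half of replicate wells show activity change below -50%, luminescence cut by over half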;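 also: luciferase reports HSF-1 transcriptional activity via heat shock element; 0% = median of DMSO wells and -100% = zero luminescence signal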
IEC-6 cytotox: IEC-6 cytotoxicity, counter-screen for KLF5 inhibitors. luminescence viability. inhibition, % at 5 µM. hit rate 0.78% among 290,000. AID 1825; in the data active = inhibition above about 22%;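 also: 0% = plate median of test compound wells and 100% = cytotoxic reference compound wells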
HSF1 activator: increases HSF-1 driven luciferase reporter signal | NIH3T3-HGL HSF-1 luciferase reporter, MG132, 8 h; 100% = twice DMSO control signal | activation, % at 9 µM | hit rate 1.7% among 300,000;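 active = mean replicate activation of at least 50% with a set share of replicates each reaching 50%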;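 also: 0% = median of the neutral control wells and 100% = twice that signal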
aSyn UTR inh: 5' untranslated region of α-synuclein, MLPCN primary screen. alpha-synuclein 5'UTR reporter, inhibitor activity. inhibition, % (tested at 7.5 µM). hit rate 0.82% among 300,000; in the data active = inhibition above about 60%;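 also: H4 neuroglioblastoma cells stably carrying SNCA 5'UTR luciferase fusion; 0% = DMSO wells and 100% = positive control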
AI-2 QS mod: modulators of Vibrio harveyi AI-2 quorum sensing system | hit rate 0.4% among 300,000 | activity change, % at 7.5 µM | Vibrio harveyi JMH597 AI-2 luminescence/OD600 ratio, 9 h; stronger effect = lower value; strain lacks LuxN and CqsS sensors; 0 = neutral-control median; in the data active = activity change below about -75%, passing the limit was not always enough;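 also: luminescence divided by OD600 gain over 9 h not by final OD600 alone; inactives centre near 13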
* hit, by the source's call; / = no result given.

SMILES | Platelet DG rel | HIF activator | KLF5 inhibitor | HSP90 refold inh | HDAC3 inhib | HSF1 inh | IEC-6 cytotox | HSF1 activator | aSyn UTR inh | AI-2 QS mod
COC(=O)c1ccc(C)c(NC(=O)CN(c2cc(OC)ccc2OC)S(C)(=O)=O)c1 | -16 | -0.5 | 26 | -4 | 2 | 3 | 0 | 3 | -88 | 29
O=C(NCc1cccnc1)Nc1ccc(Cl)cc1Cl | -2 | -0.4 | -10 | -2 | -1 | 6 | 10 | 12 | -6 | 57
Cc1ccc(C(=O)NC2CCCc3ccccc32)o1 (stereo not drawn) | 0 | 0.0 | 2 | 4 | 2 | 1 | 1 | 4 | 8 | 32
COc1ccc(N)cc1C#N | -1 | / | -18 | 0 | 4 | 27 | -3 | 27 | -29 | 28
Cc1cc(CNC(=O)COc2ccc(C)c(C)c2)c2ccccc2n1 | 8 | -0.9 | -10 | -4 | -5 | 11 | -4 | 45 | 11 | 13
CCOc1ccc(N(CC(=O)NC2CC2)S(=O)(=O)c2ccc(C)cc2)cc1 | 5 | -1.4 | -10 | -3 | -1 | 2 | -4 | -11 | -3 | 13
COCCOC(=O)c1[nH]c2c(c1C)C(=O)CC(c1cccs1)C2 (stereo not drawn) | 10 | 0.3 | 71* | 7 | / | -10 | 79* | -24 | 64* | -5
O=C(Oc1ccc2c(c1)OCC2=O)c1ccccc1 | 7 | / | 12 | 1 | 8 | -3 | 0 | -8 | -23 | 13
OC(c1ccccc1)(c1ccccc1)c1ncc[nH]1 | 0 | 0.5 | / | / | -1 | -5 | / | -13 | -3 | 7
Cn1cnnc1Sc1ccc(/C=C(\CC(=O)O)c2nc3ccccc3s2)cc1[N+](=O)[O-] | 1 | 0.0 | -11 | 2 | 5 | 6 | -4 | 2 | 4 | 18
COc1ccc(OC)c(S(=O)(=O)NC2CCCCC2)c1 | -4 | -0.4 | -13 | 5 | / | -1 | 1 | 14 | -9 | 8
COCCCNC(=O)CC1C(=O)N(Cc2ccccc2)C(C)c2nc3ccccc3n21 (stereo not drawn) | 0 | 0.2 | -8 | 0 | -1 | -11 | -2 | -3 | 8 | 19
O=C(Nc1ccc(Cl)cc1Cl)c1n[nH]c(Cn2cncn2)n1 | -1 | 0.7 | -29 | 2 | -6 | 2 | -1 | 13 | -36 | 3
COc1ccc(S(=O)(=O)NCc2ccccc2)cc1 | 5 | -0.4 | -29 | 4 | 5 | 1 | -2 | -6 | -1 | 12
O=C(CCNc1n[nH]c(=O)[nH]c1=O)N1CCOCC1 | -7 | -0.1 | -4 | -3 | 0 | 2 | -2 | 2 | -21 | 10
CC(=O)C1=C(O)C(=O)N(CCC(=O)O)C1c1cccc(F)c1 (stereo not drawn) | 0 | 0.3 | -12 | 0 | 6 | -3 | -11 | -6 | 30 | -6
Cn1c(=O)[nH]c(=O)c2c1nc(SCC(O)CCl)n2Cc1ccccc1 (stereo not drawn) | -1 | -1.9 | -30 | 1 | 10 | 11 | -2 | 9 | 18 | 9
CCOc1ccc(C(=O)NCC(=O)N2CCN(c3ccccc3O)CC2)cc1 | 6 | -0.8 | -3 | -3 | -2 | -3 | -1 | 26 | 19 | 19
O=C(Nc1ccccc1C(=O)NC(Cc1ccc(O)cc1)C(=O)O)c1ccccc1 (stereo not drawn) | -1 | -0.3 | -1 | 3 | 10 | -8 | 0 | -2 | 13 | 36
Cc1cc(NC(=O)c2c(Br)cnn2C)no1 | 6 | -0.9 | 1 | 0 | / | -5 | 5 | 0 | 2 | 12
Cc1ccc(Oc2nc(C(F)(F)F)nc3ccccc23)cc1 | -1 | 0.0 | -9 | 3 | -3 | 3 | 1 | 4 | 26 | -3
CC(C)C[C@H](NC(=O)CCn1nnc2ccccc2c1=O)C(=O)O | -2 | -0.8 | -8 | 10 | 1 | 6 | 0 | -16 | 9 | 15
Cc1ccc(NC(=O)N2N=C(c3ccc(F)cc3)CC2c2ccc(F)cc2)cc1 (stereo not drawn) | -5 | 1.3 | -23 | 1 | -1 | -3 | -11 | 8 | -33 | 12
COc1ccc(-c2nnc(NC(=O)c3ccc(S(=O)(=O)N4CCCc5ccccc54)cc3)o2)cc1 | -13 | 0.8 | 21 | -2 | -14 | -9 | -1 | -6 | 69* | 3
CCOC(=O)C1=C(C)Nc2ncnn2C1c1ccccc1F (stereo not drawn) | -2 | -0.2 | 4 | 6 | 5 | -13 | -1 | -8 | 25 | 12
COc1cc(C)c(C(=O)CSc2nnc(CNC(=O)c3ccco3)n2C)cc1C | 9 | 0.6 | 1 | -1 | -3 | 1 | 5 | -18 | 1 | 3
COc1ccc(-c2cn3cc(Br)cnc3n2)cc1 | 2 | 2.0 | -35 | -3 | -3 | 9 | 5 | 6 | -123 | 26
O=S(=O)(N/N=C/c1ccc(Cl)cc1)c1ccc(Cc2ncc(C(F)(F)F)cc2Cl)s1 | -2 | -0.4 | -4 | 0 | 3 | 2 | -2 | -11 | 7 | 41
COc1ccc(S(=O)(=O)NN(C)C(=O)c2nn(-c3ccccc3)ccc2=O)cc1 | 2 | -0.2 | -2 | 0 | 3 | 3 | -3 | -8 | 40 | 29
CN=C(c1ccc(C)cc1)n1c(=S)nc(-c2ccc(C)cc2)n(C)c1=S | 6 | 3.0 | -5 | -5 | 4 | 25 | 4 | 36 | -149 | 32
CC(C)c1cn(C2OC(COC(=O)c3ccccc3)C(OC(=O)c3ccccc3)C2OC(=O)c2ccccc2)c(=O)[nH]c1=O (stereo not drawn) | 1 | -0.7 | / | / | 14 | -4 | / | -9 | 28 | 19
CCN(CC(=O)NC(C)(C)C)C(=O)c1ccccc1SCC(=O)NC1CCCCCCC1 | 0 | -0.2 | -34 | 9 | 5 | -12 | 2 | -3 | 6 | 14
CCOC(=O)c1sc(CS(=O)(=O)c2ccc(Cl)cc2)nc1C | 9 | 0.3 | -28 | -4 | -1 | 1 | -1 | 12 | -22 | 12
COc1ccc(OCC(=O)Nc2ccccc2N2CCN(C)CC2)cc1 | -10 | 0.1 | 17 | 4 | 1 | 1 | 2 | -11 | -13 | 28
CN(Cc1ccco1)C(=O)Cn1cc(S(=O)(=O)N2CCCC2)c(S(=O)(=O)N2CCCC2)c1 | -4 | -0.6 | -29 | -2 | -6 | -4 | -4 | 6 | -3 | 17
Cn1cccc1CC(=O)N/N=C/c1ccco1 | 0 | 0.1 | -22 | 4 | 3 | -5 | -1 | 0 | 17 | 14
CCCc1[nH]nc2c1C(c1ccc(O)cc1OCC)C(C#N)=C(N)O2 (stereo not drawn) | 8 | -0.4 | -16 | 4 | 4 | 9 | 4 | 18 | -6 | 6
COc1ccc(C2CC(=O)C3=C(C2)Nc2ccccc2N(C(=O)C2CC2)C3c2cccnc2)cc1OC (stereo not drawn) | -6 | -0.5 | -30 | 0 | 1 | -14 | -6 | -31 | -13 | 20
Cn1c(=O)[nH]c(=O)c2c1nc(N1CCN(C(c3ccccc3)c3ccccc3)CC1)n2CCO | -3 | 2.2 | 12 | 0 | -1 | -1 | -7 | -14 | 36 | 28
Cc1ccc2c(c1)C1CCCC3C1N2CC(=O)N3Cc1ccccc1 (stereo not drawn) | -1 | / | -32 | 1 | 0 | -4 | -1 | -4 | 8 | 14

In another format: three of the compounds above.
canonical_smiles	Platelet DG rel	HIF activator	KLF5 inhibitor	HSP90 refold inh	HDAC3 inhib	HSF1 inh	IEC-6 cytotox	HSF1 activator	aSyn UTR inh	AI-2 QS mod
CCOC(=O)C1=C(C)Nc2ncnn2C1c1ccccc1F (stereo not drawn)	-2	-0.2	4	6	5	-13	-1	-8	25	12
COc1cc(C)c(C(=O)CSc2nnc(CNC(=O)c3ccco3)n2C)cc1C	9	0.6	1	-1	-3	1	5	-18	1	3
COc1ccc(-c2cn3cc(Br)cnc3n2)cc1	2	2.0	-35	-3	-3	9	5	6	-123	26

Following part.
SMILES | Platelet DG rel | HIF activator | KLF5 inhibitor | HSP90 refold inh | HDAC3 inhib | HSF1 inh | IEC-6 cytotox | HSF1 activator | aSyn UTR inh | AI-2 QS mod
CN(CCC1CCOCC1)C(=O)C1CCC(=O)N(CCc2cccc(F)c2)C1 (stereo not drawn) | 5 | 0.4 | -2 | 1 | 2 | -5 | 1 | 12 | 11 | -3
CC(NC(=O)C(=O)NCCc1c[nH]c2ccccc12)c1ccccc1 (stereo not drawn) | / | 1.4 | -22 | 0 | 2 | 1 | 0 | 11 | -6 | 13
O=S(=O)(c1ccc(-n2cnnn2)cc1)N(C1CCCCC1)C1CCCCC1 | -4 | -0.1 | -27 | -2 | 5 | 2 | 0 | 7 | 15 | 14
Cc1cccc(C)c1NC(=O)COC(=O)c1cccnc1 | -3 | -0.6 | 2 | 0 | -3 | -6 | 0 | -11 | 18 | 24
C/C(=N/NC(=O)Cc1cccn1C)c1ccccc1 | 12 | -0.1 | 13 | -2 | -6 | 1 | 3 | 12 | -11 | 9
CCc1ccc(OCC(=O)NC(=S)Nc2ccc(Br)c(C)n2)cc1 | -2 | -0.2 | 10 | 3 | -1 | 0 | -2 | 17 | 20 | 12
Cc1ccc2cc(C)c3nnc(SCC(=O)N4CCN(C(=O)c5ccco5)CC4)n3c2c1 | 3 | -0.3 | -21 | -3 | -11 | 3 | -1 | 36 | 17 | 4
Nc1ccc(N2CCCCC2)c(S(=O)(=O)Nc2ccc(Cl)cc2)c1 | -6 | -7.0 | 3 | 8 | 6 | 6 | 3 | 9 | -9 | 38
COCCNC(=O)C(=O)NCC1OCCN1S(=O)(=O)c1ccc(F)cc1 (stereo not drawn) | -5 | -0.1 | -26 | -1 | -9 | -2 | 4 | 3 | 7 | 5
CC(C)(C)c1ccc(S(=O)(=O)N2CCC(N3CCCCC3)CC2)cc1 | 0 | -0.1 | 4 | -1 | -12 | -4 | -1 | -16 | -9 | 18
CC1(C)Cc2c(sc(NC(=O)C(=O)N3CCOCC3)c2C#N)CO1 | -11 | -0.2 | -31 | -2 | 7 | 2 | -7 | 13 | 1 | 13
COCCn1c(SCC(=O)Nc2ccccc2F)nc2c(c1=O)SCC2 | 1 | -0.4 | -4 | 3 | / | 12 | -7 | 55* | 5 | 19
Cc1ccccc1NC(=S)N/N=C/c1ccc(O)cc1O | 8 | 4.3 | -50 | -1 | 10 | 16 | 1 | 20 | -38 | 45
COc1ccc(CC(=O)Nc2c3c(nn2C(C)(C)C)CS(=O)(=O)C3)cc1OC | 6 | -0.4 | 10 | 1 | -2 | -2 | 7 | -9 | -4 | -1
CC(C)(Oc1ccc(Cl)cc1)C(=O)OCC(=O)NCCc1ccccc1 | -1 | 1.4 | -15 | 0 | 3 | -3 | -6 | -3 | 8 | 3
CCCc1cc(=O)[nH]c(SCC(=O)NC2CCCc3ccccc32)n1 (stereo not drawn) | -1 | -0.7 | -7 | 0 | 4 | 0 | 4 | -3 | -8 | 13
Cc1cc(=O)[nH]c(N2CCCC2)n1 | 2 | -0.1 | -3 | 5 | -6 | -10 | -2 | -11 | 19 | 32
CCOC(=O)N1CC=C2C(C#N)=C(N)C(C#N)(C#N)[C@H](c3cccs3)C2C1 (stereo partly drawn) | -4 | -0.1 | -4 | 5 | 2 | 11 | -3 | 13 | -12 | 32
CCOC(=O)Cn1c(=NC(=O)CN2C(=O)CCC2=O)sc2cc(S(N)(=O)=O)ccc21 | -11 | -0.4 | -22 | -1 | -5 | -11 | -8 | -5 | 9 | 22
COc1ccc(C2=NOC(C)(c3nnc(-c4ccc(Cl)cc4)o3)C2)cc1 (stereo not drawn) | 2 | 2.1 | / | / | -2 | -1 | / | 6 | 3 | 14
